# Assay outcomes as filed in PubChem.
# Giardia FBPA inh – blocks Giardia fructose-bisphosphate aldolase activity; purified Giardia FBPA; 0.71% of 290,000 active; A8B2U2; AID 2451; Potency, µM (series often up to 59.6 µM), for the others: at the top dose activity, negative = inhibition, hits mostly inhibitors; also: potency is read from the fitted curve at half-maximal effect; % is scaled to controls: 0 for no effect and ±100 for the full control effect; nearly all actives have a fitted effect of over 55% in size
# Target sequence (A8B2U2 whole entry, looked up): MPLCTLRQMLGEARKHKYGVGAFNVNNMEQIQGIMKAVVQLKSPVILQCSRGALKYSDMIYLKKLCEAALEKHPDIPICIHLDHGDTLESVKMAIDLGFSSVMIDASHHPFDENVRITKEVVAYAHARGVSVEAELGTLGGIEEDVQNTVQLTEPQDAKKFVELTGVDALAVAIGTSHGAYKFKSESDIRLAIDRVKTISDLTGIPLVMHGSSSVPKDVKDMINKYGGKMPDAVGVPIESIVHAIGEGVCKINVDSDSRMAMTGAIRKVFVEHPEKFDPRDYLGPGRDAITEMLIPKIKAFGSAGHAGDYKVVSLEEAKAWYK
#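 Giardia FBPA (40 nM reagent) was preincubated 10 min at RT with compound (up to 57.5 uM final), then substrate plus GAPDH/TPI/NAD/arsenate coupling system with diaphorase/resazurin was added; resorufin fluorescence (525/598 nm) was read after 20 min.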
# Shiga toxin inh – inhibitors of Shiga toxin in Vero cells. 9.2% of 290,000 active. Vero cells, Shiga toxin protein synthesis inhibition reporter. inhibition, % at 38.7 µM; in the data active = inhibition mostly above about 28%, no sharp cut-off; inactive = mostly below about 43%; also: 0% is about no effect
# AMA1-RON2 inh – inhibitors of Plasmodium falciparum AMA1-RON2 interaction. Potency, µM (top dose mostly 58.2 µM), for the others: at the highest dose activity change, negative = inhibition, usual class: inhibitors. AlphaScreen AMA1-biotinylated RON2 peptide binding. 0.2% of 360,000 active. AID 720542;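 also: potency is read from the fitted curve at half-maximal effect; 0% = vehicle wells and -100% = peptide control; nearly all actives have a fitted effect of over 45% in size; some results filed as inactive show a strong effect at the top dose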
#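 AMA1 (3D7) with his tag at 25 nM final met compounds first, then biotinylated RON2 peptide at 25 nM; detection used donor plus acceptor beads, 10 µg/mL apiece, read by AlphaScreen after 30 min at room temperature.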
# AmpC inh no detg – AmpC beta-lactamase inhibition without detergent | AmpC nitrocefin hydrolysis, absorbance 480 nm, 0.0001% Triton | 0.52% of 330,000 active | Potency, µM (top dose mostly 57.1 µM), inactives show at the top dose activity change, negative = inhibition, usual class: inhibitors | AID 485341 | P00811;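 also: potency is read from the fitted curve at half-maximal effect; plate controls were no compound for no effect and no enzyme for full effect; nearly all actives have a fitted effect of over 20% in size; some results filed as inactive show a strong effect at the top dose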
# Target sequence (P00811 whole entry, looked up): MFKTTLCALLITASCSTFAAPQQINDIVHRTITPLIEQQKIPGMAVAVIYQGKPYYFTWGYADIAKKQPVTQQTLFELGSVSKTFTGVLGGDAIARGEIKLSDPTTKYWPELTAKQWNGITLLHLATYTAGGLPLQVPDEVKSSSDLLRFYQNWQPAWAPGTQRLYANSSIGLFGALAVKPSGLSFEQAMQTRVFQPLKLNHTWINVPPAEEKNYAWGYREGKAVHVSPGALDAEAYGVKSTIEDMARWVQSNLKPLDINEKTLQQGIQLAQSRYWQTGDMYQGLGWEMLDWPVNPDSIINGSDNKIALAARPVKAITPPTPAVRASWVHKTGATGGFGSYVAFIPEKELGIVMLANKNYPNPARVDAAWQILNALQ
#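 AmpC (5.3 nM in the dispensed reagent) in 20 mM phosphate pH 7.0 with 0.01% (detergent screen) or 0.0001% Triton X-100 was preincubated with compounds for 15 min at room temperature. Nitrocefin was then added from an 800 uM solution, and hydrolysis was followed at 480 nm.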
# HCMV inh – inhibitors of human cytomegalovirus; HFF cells, HCMV-luciferase reporter, 72 h; hits give low values; activity change, negative = inhibition, % at 57.5 µM; 4.5% of 410,000 active; in the data active = activity change below about -60%; inconclusive = no clear call, values can overlap the other calls; inactive = above about -39%; also: % is scaled to controls: 0 for no effect and ±100 for the full control effect
#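 After 16 h attachment at 37C, HFF cells received test compound and HCMV-luciferase (1 PFU/cell); reporter luminescence read 72 h later, data normalized against buffer-only and known inhibitor Salinomycin.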
# AmpC inh detg – inhibitors of E. coli AmpC beta-lactamase with detergent; Potency, µM (series often up to 114 µM), inactives show top-dose activity change, negative = inhibition, hits mostly inhibitors; AID 485294; AmpC hydrolysis of nitrocefin, absorbance 480 nm, 0.01% Triton; 0.041% of 370,000 active;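 also: potency is read from the fitted curve at half-maximal effect; 0% = no-compound wells and -100% = no-enzyme wells; nearly all actives have a fitted effect of over 25% in size; some results filed as inactive show a strong effect at the top dose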
#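 AmpC (5.3 nM in the dispensed reagent) in 20 mM phosphate pH 7.0 with 0.01% (detergent screen) or 0.0001% Triton X-100 was preincubated with compounds for 15 min at room temperature. Nitrocefin was then added from an 800 uM solution, and hydrolysis was followed at 480 nm.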
# CHX counter – counter-screen hit for Shiga toxin inhibitors, cycloheximide | 12% of 300,000 active | max response, % | cell reporter, cycloheximide protein synthesis inhibition counterscreen; in the data active = max response mostly above about 13%, no sharp cut-off; inactive = mostly below about 14%; also: read at 38.3 µM for the half of the compounds with a filed dose; 0% is about no effect
# Numbers without * were called inactive; ? = inconclusive; . = not tested or not shown; & = joins results of further samples; [ ] = remark or other dose. Unless noted, calls follow the shape of the dose curve; as a rule, active = well fitted curve in the direction sought with a large enough effect; inconclusive = small, poorly fitted or top-dose-only effect, or another doubt; inactive = no such curve, though single readings can be large; an effect the other way counts as inactive or inconclusive.
# Screens in order: Giardia FBPA inh, Shiga toxin inh, AMA1-RON2 inh, AmpC inh no detg, HCMV inh, AmpC inh detg, CHX counter
Cc1ccc(OCCC(=O)OCC(=O)N2c3ccccc3CC2C)cc1 (stereo unspecified)
  3%, 12, 8%, ., 20, -1%, -4
O=C1OCCN1C(=O)[C@H]1[C@H](c2ccccc2)C(c2cccc(Cl)c2)=NN1c1ccccc1
  -9%, 0, 48%[activator], -17%, ., ., 5
CCN(CC)C(=O)CSc1nc2c(sc(=S)n2-c2ccccc2OC)c(=O)n1-c1ccccc1
  14%, -16, -20%, 136%[activator], ?, 2%, 0
O=C(/C=C/C(=O)N1CCc2ccccc2C1)N1CCc2ccccc2C1
  -6%, 23, -8%, -7%, -27, -11%, -1
COc1ccccc1CNCC(=O)Nc1ccc(C#N)cc1
  ?, 20, -3%, 16%, 12, -6%, 10
O=C1CC(C(=O)Nc2cccc(Cl)c2)n2ncnc2N1 (stereo unspecified)
  -3%, -8, 0%, -17%, 21, 1%, 20
CCOc1ccc(NC(=O)CN(C)C(=O)C2COc3ccccc3O2)cc1OCC (stereo unspecified)
  ., ., -7%, 11%, -12, ., .
CCC(=O)NC(C)c1cc(Cl)c2cccnc2c1O (stereo unspecified)
  ., ., ., -7%&-12%, -97*, -3%&9%, .
CCn1c(CCNC(=O)c2cccs2)nnc1SCC(=O)Nc1ccc(Cl)cc1
  -10%, 38, 10%, -1%, 12, 6%, 7
O=C(NCCc1nnc2ccc(NCC3CCCO3)nn12)c1ccccc1 (stereo unspecified)
  2%, -12, 14%, 3%, 129, 7%, 13
CCOC(=O)c1ccc(N2C(=O)CC(C(=O)OC)=C2C)cc1
  6%, -4, -8%, -19%, 30, -10%, -2
CC(C)c1cccc(C(C)C)c1NC(=S)Nc1cccc(Cl)c1
  0%, -7, 14%, -25%, 6, 3%, -2
O=C(Nc1cccc2ccccc12)C1CCN(C(=O)Cc2ccccc2)CC1
  2%, -2, 2%, -5%, 41, -2%, -1
O=C(O)CCCC(=O)N1CCc2cc(S(=O)(=O)NCc3ccccc3)ccc21
  17%, -14, 3%, -22%, -25&8, 4%&3%, -1
OC1(c2ccccc2)CN(c2ccccc2)C2=[N+]1CCS2 (stereo unspecified)
  25%, -10, -21%, -47%, -62*, -1%, 1
CC(C)C[C@H](CO)Nc1nc(Nc2cccc(Cl)c2)c2ncn(C(C)C)c2n1
  -7%, 42*, -13%, 65%[activator], -26, -9%, 23*
COc1ccc(-c2nn(Cc3ccccc3)cc2C(=O)N2CCN(c3ncccn3)CC2)cc1OC
  ., ., 0%, 153%[activator], -24, -3%, .
CC(=O)NC(=S)Nc1ccc(NC(=S)NC(=O)c2cccs2)cc1
  ., -13, 0%, 10%, 9, -3%, -4
Cc1nc(NC(=O)C2CC2)sc1C(=O)NC1CCCCC1
  -1%, -13, 27%, 0%, -16, 12%, -2
COc1ccccc1N(CC(=O)N1CCC(C(N)=O)CC1)S(=O)(=O)c1ccccc1
  -2%, -2, 3%, -4%, ?, -12%, -6
O=C(Cc1ccccc1)Nc1ccc(Br)c(Cl)c1
  -11%, 25*, 15%, -29%, ?, -15%, 21*
CCCc1[nH]nc2c1C(c1cn[nH]c1-c1ccc(F)cc1)C(C#N)=C(N)O2 (stereo unspecified)
  -27%, -10, 2%, -18%, ., -11%, -3
CC(NC(=O)N1CCOCC1)c1ccccc1 (stereo unspecified)
  -2%, -7, -6%, -10%, 30, ?, -2
CCC(C)NC(=O)CCCc1ccccc1 (stereo unspecified)
  2%, 105, 1%, -7%, 1, -3%, 27*
O=C(OCC(=O)N1CCCC1)c1ccc(NS(=O)(=O)c2cccs2)cc1O
  15%, 13, 13%, -9%, -27, -9%, 2
COC(=O)c1ccc(Cl)c(NC(=O)CN2CCN(C)CC2)c1
  4%, 2, -1%, -17%, 16, -4%, -2
O=[N+]([O-])c1ccc(-c2ncc(-c3ccc(Br)cc3)o2)cc1
  5%, -6, -25%, -13%, 45, 6%, -2
CC(c1ccccc1)n1c(S(=O)(=O)O)nc2ccccc21 (stereo unspecified)
  -7%, -3, -6%, -19%, -27, 0%, 2
COc1ccc(CCNC(=O)c2ccc(S(=O)(=O)N(C)c3ccccc3)cc2)cc1OC
  -4%, -8, -5%, 26%, 15, 8%, -6
CCc1ccc(N2C(=O)C(Cl)=C(N3CCCCCC3)C2=O)cc1
  0%, -5, 23%, -15%, -37, -3%, 12

# A draw from above in order of length of the SMILES, lowest first:
# Screens in order: Giardia FBPA inh, Shiga toxin inh, AMA1-RON2 inh, AmpC inh no detg, HCMV inh, AmpC inh detg, CHX counter
CCC(C)NC(=O)CCCc1ccccc1 (stereo unspecified)
  2%, 105, 1%, -7%, 1, -3%, 27*
OC1(c2ccccc2)CN(c2ccccc2)C2=[N+]1CCS2 (stereo unspecified)
  25%, -10, -21%, -47%, -62*, -1%, 1
CCOC(=O)c1ccc(N2C(=O)CC(C(=O)OC)=C2C)cc1
  6%, -4, -8%, -19%, 30, -10%, -2
CCc1ccc(N2C(=O)C(Cl)=C(N3CCCCCC3)C2=O)cc1
  0%, -5, 23%, -15%, -37, -3%, 12
CCOc1ccc(NC(=O)CN(C)C(=O)C2COc3ccccc3O2)cc1OCC (stereo unspecified)
  ., ., -7%, 11%, -12, ., .
O=C(OCC(=O)N1CCCC1)c1ccc(NS(=O)(=O)c2cccs2)cc1O
  15%, 13, 13%, -9%, -27, -9%, 2

# (further entries)
Compound	Giardia FBPA inh	Shiga toxin inh	AMA1-RON2 inh	AmpC inh no detg	HCMV inh	AmpC inh detg	CHX counter
COC(=O)[C@]1(C)N[C@H](CN(C)C(=O)COc2ccccc2)[C@@H]2C(=O)N(C)C(=O)[C@@H]21	.	.	8%	-11%	18	.	.
CCCSc1nnc(CNC(=O)C23CC4CC(CC(C4)C2)C3)n1Cc1ccccc1	2%	-9	10%	126%[activator]	-32	-3%	-5
O=[N+]([O-])c1cc(/C=N/Nc2nc(N3CCCCC3)nc(N3CCCCC3)n2)ccc1O	0%	-9	-10%	-4%	13	-5%	-2
COc1ccc(C(=O)NCCONC(=O)c2ccc(OC)cc2)cc1	.	-5	-1%	-10%	4	?	-3
CN(C)C(=O)N1CCC(C(=O)NCc2ccccc2)CC1	5%	12	0%	-18%	9	-10%	-2
CC(=O)c1ccc(NC(=O)CSc2nnc(NC(=O)CN3CCOCC3)s2)cc1	-1%	62*	13%	-15%	30	2%	18
COc1cc2cc(Oc3ccc4ccc(=O)oc4c3)c(=O)oc2cc1OC(=O)/C=C/c1ccccc1	6%	-4	19%	91%[activator]	2	4%	-2
Cc1ccc(-c2csc3ncn(CC(N)=O)c(=O)c23)cc1C	-7%	9	-1%	0%	-29	-4%	-2
NS(=O)(=O)c1ccc(NC(=O)COC(=O)CCc2nc3ccccc3c(=O)[nH]2)cc1	.	.	-6%	-8%	-9	-3%	.
O=C(CSc1ncccn1)NC(=O)NCc1ccco1	1%	-2	22%	-18%	-6	?	-3
O=C(NCc1cccs1)c1ccccc1[N+](=O)[O-]	1%	-3	0%	-48%	-37	-9%	-3
CN(C)N1C(N)=C(C#N)C(c2cccs2)C2=C1CC(C)(C)CC2=O (stereo unspecified)	18µM*	17	1%	0%	?	0%	1

# Three of these compounds, set out differently.
> COc1ccc(C(=O)NCCONC(=O)c2ccc(OC)cc2)cc1
  Giardia FBPA inh: .	Shiga toxin inh: -5	AMA1-RON2 inh: -1%	AmpC inh no detg: -10%	HCMV inh: 4	AmpC inh detg: ?	CHX counter: -3

> CN(C)C(=O)N1CCC(C(=O)NCc2ccccc2)CC1
  Giardia FBPA inh: 5%	Shiga toxin inh: 12	AMA1-RON2 inh: 0%	AmpC inh no detg: -18%	HCMV inh: 9	AmpC inh detg: -10%	CHX counter: -2

> CC(=O)c1ccc(NC(=O)CSc2nnc(NC(=O)CN3CCOCC3)s2)cc1
  Giardia FBPA inh: -1%	Shiga toxin inh: 62*	AMA1-RON2 inh: 13%	AmpC inh no detg: -15%	HCMV inh: 30	AmpC inh detg: 2%	CHX counter: 18

# The list continues.
Compound	Giardia FBPA inh	Shiga toxin inh	AMA1-RON2 inh	AmpC inh no detg	HCMV inh	AmpC inh detg	CHX counter
COc1ccccc1NC(=O)CCc1nc2sc3c(c2c(=O)[nH]1)CCCC3	.	.	-5%	-16%	-4	-12%	.
CC1=C(C(=O)OCc2ccccc2)C(c2ccc([N+](=O)[O-])cc2)NC(=O)N1C (stereo unspecified)	-4%	-1	-8%	-8%	-19	-3%	-2
CC(=O)Nc1ccc2c(CN3C(=O)NC(C)(c4ccc(C)cc4)C3=O)cc(=O)oc2c1 (stereo unspecified)	0%	-4	1%	-6%	-2	-5%	-2
O=C(CSc1ccccc1)NC1CCCCCCC1	1%	62*	14%	-17%	67	-8%	40*
CCOC(=O)c1c(C)n(C)c2c(C)cc(O)c(OC(=O)CC)c12	-4%	-7	16%	-20%	-29	-12%	-3
Cn1c2ccccc2c2cc(/C=C(\NC(=O)c3ccccc3)C(=O)NCC(=O)O)ccc21	9%	7	3%	-9%	-1	1%	-2
O=C(CSc1nnc(-c2ccc(F)cc2)c2ccccc12)Nc1cccc(Cl)c1	1%	16	-2%	?	-3	-11%	0
CC(C)CNC(=O)c1cccc(NC(=O)c2ccc3c(c2)C(=O)N(C)C3=O)c1	6%	16	5%	0%	11	?	-1
CCC(=O)N1N=C2C3CCN(CC3)C2C1c1ccccc1 (stereo unspecified)	0%	-8	-2%	-11%	-18	-4%	-3
CSc1ncccc1C(=O)N1CCCC(C(=O)c2cc(F)ccc2F)C1 (stereo unspecified)	3%	-5	-1%	0%	-14	4%	-2
CC1Cc2ccccc2N1CC(=O)NC(=O)NCc1ccccc1 (stereo unspecified)	0%	7	-9%	-16%	-28	4%	25
CC1CCCN(CC(=O)N2CCCc3ccccc32)C1 (stereo unspecified)	0%	12	4%	-17%	-19	4%	11
CCc1nc2nc(C)c(NS(=O)(=O)c3ccc(Cl)cc3)c(=O)n2[nH]1	-27%	-7	20%	-14%	0	-2%	-3
CC1(C)CC(NC(=O)c2ccc(Cl)cc2)CC(C)(C)N1	-8%	-15	2%	1%	54	-10%	0

# An unsorted share of the library; 16% or so of the library scored in one or more.
